Screening results as filed in PubChem BioAssay.
TGFb inhibitor = TGF-b pathway inhibition; HepG2 CAGA-GFP TGF-b/SMAD3 reporter, GFP fluorescence, 18 h; TGF-beta stimulated, 500 pg/mL final; Potency, µM (highest dose often 46.1 µM), for inactives: at the top dose activity, negative = inhibition, most hits filed as inhibitors; 410,000 compounds, 1.2% hits; AID 588855; further: potency means the concentration at half of the fitted maximal effect; on the % scale 0 is the no-effect control and ±100 the full control effect; nearly all actives have a fitted effect of over 65% in size
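HEPG2 CAGA-GFP cells (1000/well, DMEM with 1% FBS) were pre-incubated 2 h at 37 degrees C, given compound by pin tool, then stimulated with TGF-beta at 500 pg/mL final for 18 h before per-cell GFP fluorescence imaging.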
Nrf2 block = Nrf2 pathway inhibition; A549 ARE-Fluc reporter, luciferase luminescence, 18-24 h; 360,000 compounds, 2.1% hits; Potency, µM (top dose mostly 46 µM), for inactives: at the top dose activity change, negative = inhibition, usual class: inhibitors; further: potency means the concentration at half of the fitted maximal effect; on the % scale 0 is the no-effect control and ±100 the full control effect; nearly all actives have a fitted effect of over 60% in size
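Quantitative HTS in A549 cells stably bearing an antioxidant response element-firefly luciferase construct. Inhibition of Nrf2-driven transcription was scored by luminescence after 18-24 h of compound exposure at 37 °C.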
IL-2 act = activators of IL-2; activation, % (series mostly up to about 46 µM); 360,000 compounds, 0.065% hits; IL-2 activation reporter assay, cell-based qHTS; stimulated with anti-CD3/CD4/CD28 beads; in transgenic mouse T cells; AID 652025; in the data active means activation above about 50%; inconclusive means mostly about 30% to 49%; further: 0% is about no effect
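Unstimulated transgenic mouse T cells preincubated 60 min with compound, then stimulated with anti-CD3/anti-CD4-coated beads plus anti-CD28 for 18 h at 37 degrees C. IL-2 response read as EGFP and DsRed fluorescence by plate cytometry.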
A549 viability = counter-screen for Nrf2 inhibitors: cytotoxicity in A549 cells; Potency, µM (doses to about 46 µM), inactives show top-dose activity change, negative = cytotoxicity, hits mostly inhibitors; 390,000 compounds, 0.16% hits; A549 ARE-Fluc cells, CellTiter-Fluor viability, 18-24 h; further: potency means the concentration at half of the fitted maximal effect; on the % scale 0 is the no-effect control and ±100 the full control effect
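Cytotoxicity counterscreen: CellTiter-Fluor fluorescence was measured in A549 ARE_Fluc cells after 18-24 h of compound exposure in a concentration series. The subsequent BugLite luminescent read reports ARE-luciferase activity.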
S2 tox = viability counter-screen for ATXN expression inhibitors | Potency, µM (doses to about 56.7 µM), most hits filed as cytotoxic | S2 cells (HEK-293 line with an ATXN2-luciferase reporter) viability, CellTiter-Fluor protease fluorescence, 24 h | 400,000 compounds, 0.49% hits | AID 651635; further: potency means the concentration at half of the fitted maximal effect; nearly all actives have a fitted effect of over 40% in size
ATXN2 expr inh = reduces ATXN2 reporter expression in HEK-293 cells; AID 1745845; 360,000 compounds, 0.72% hits; Potency, µM (highest dose often 57 µM), for inactives: top-dose activity change, negative = inhibition, hits mostly inhibitors; HEK-293 ATXN2-luciferase reporter, luminescence, 24 h; further: potency means the concentration at half of the fitted maximal effect; on the % scale 0 is the no-effect control and ±100 the full control effect; nearly all actives have a fitted effect of over 55% in size
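qHTS (up to 57 uM final) was run with 24 h compound exposure of reporter cells at 37 °C. Each well was multiplexed: SteadyGlo luminescence measured ATXN2-luciferase expression after a fluorogenic Gly-Phe-AFC viability readout (25 uM final).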
Nrf2 activator = activators of Nrf2 (ARE) signaling | AREc32 ARE-luciferase reporter (MCF7-derived line), luminescence, 24 h | Potency, µM (series often up to 46.1 µM), without a hit: at the top dose activation, hits mostly activators | 410,000 compounds, 0.31% hits | AID 624171; further: potency means the concentration at half of the fitted maximal effect; % of control where 0% means no effect; nearly all actives have a fitted effect of over 65% in size
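AREc32_Fluc, 1000 cells/well, OPTI-MEM + 5% FBS, o/n 37 deg C 5% CO2; 23 nL cpd by pin tool, 24 hr; Steady-Glo 30 min RT, luminescence.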
HepG2 viability = HepG2 cytotoxicity, counter-screen for TGF-b inhibitors. Potency, µM (top dose mostly 46.1 µM), for inactives: at the top dose activity change, negative = cytotoxicity, usual class: cytotoxic. 410,000 compounds, 0.76% hits. HepG2 CAGA-GFP viability, ATP luminescence, 18 h; further: potency means the concentration at half of the fitted maximal effect; some results filed as inactive show a strong effect at the top dose
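CellTiter-Glo luminescence gave cytotoxicity after 18 hours at 37 degrees C. The cells were HepG2 CAGA-GFP in 1% FBS DMEM, stimulated with 500 pg/mL TGF-beta after compound addition. %Activity was normalised to no-cell wells (complete cell-killing) and DMSO (no toxicity), and curves were fitted and classified.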
EPAC2 agonist = EPAC2 (human) agonism; Q8WZA2; EPAC2 activation, biochemical qHTS; response scale: 100% = 6.5 mM cAMP response; AID 720711; 360,000 compounds, 0.079% hits; Potency, µM (highest dose often 154 µM), inactives show at the top dose activation, hits mostly activators; further: potency means the concentration at half of the fitted maximal effect; nearly all actives have a fitted effect of over 50% in size
Target sequence (Q8WZA2 whole entry, looked up): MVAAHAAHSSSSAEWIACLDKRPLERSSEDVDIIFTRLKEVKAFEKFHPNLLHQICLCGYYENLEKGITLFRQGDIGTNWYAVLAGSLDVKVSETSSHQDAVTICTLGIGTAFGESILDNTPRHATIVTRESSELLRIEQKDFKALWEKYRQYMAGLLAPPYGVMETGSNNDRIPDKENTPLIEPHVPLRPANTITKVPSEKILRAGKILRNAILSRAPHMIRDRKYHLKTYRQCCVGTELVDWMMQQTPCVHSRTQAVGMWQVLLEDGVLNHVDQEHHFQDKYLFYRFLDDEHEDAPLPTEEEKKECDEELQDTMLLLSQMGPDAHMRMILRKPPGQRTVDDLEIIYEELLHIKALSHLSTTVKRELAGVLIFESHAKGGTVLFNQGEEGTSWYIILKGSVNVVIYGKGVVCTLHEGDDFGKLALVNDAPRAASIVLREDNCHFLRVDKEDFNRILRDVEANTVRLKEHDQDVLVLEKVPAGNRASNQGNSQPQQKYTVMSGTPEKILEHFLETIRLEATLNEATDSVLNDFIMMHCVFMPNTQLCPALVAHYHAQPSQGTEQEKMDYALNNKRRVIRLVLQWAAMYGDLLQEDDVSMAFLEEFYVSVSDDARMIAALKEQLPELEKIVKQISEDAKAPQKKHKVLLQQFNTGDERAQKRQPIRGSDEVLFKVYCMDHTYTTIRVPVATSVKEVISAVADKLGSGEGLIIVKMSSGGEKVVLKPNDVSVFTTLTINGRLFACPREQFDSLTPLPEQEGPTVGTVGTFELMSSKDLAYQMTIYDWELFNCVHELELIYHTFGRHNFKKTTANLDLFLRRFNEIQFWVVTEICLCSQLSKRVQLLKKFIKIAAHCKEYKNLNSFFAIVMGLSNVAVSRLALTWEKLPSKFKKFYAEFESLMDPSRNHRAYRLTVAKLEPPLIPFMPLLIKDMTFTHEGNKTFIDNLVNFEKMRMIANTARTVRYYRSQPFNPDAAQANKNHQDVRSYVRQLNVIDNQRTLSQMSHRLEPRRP
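Compounds were added across a concentration range to EPAC2 (100 nM), RAP1B-BODIPY-GDP (250 nM) and GDP (50 uM). After 5 min at room temperature, fluorescence was recorded at 5-min intervals for 30 min.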
Active calls of the source: *; i = inactive; ? = inconclusive; / = not tested or not shown; [ ] = dose if it differs, or a comment. Unless noted, the call rests on the fitted dose curve; in most records, active means well fitted curve in the direction sought with a large enough effect; inconclusive means small, poorly fitted or top-dose-only effect, or another doubt; inactive means no such curve, though single readings can be large; an effect the other way counts as inactive or inconclusive. An unsorted share of the library, and some 4.3% of all compounds hit somewhere here.

1: COc1ccc(NC(=O)C2CCCN(S(=O)(=O)c3cccc4nonc34)C2)cc1OC (stereo not given)
2: O=C(O)C1SCCN1S(=O)(=O)c1ccc(N=NN2CCOCC2)cc1 (stereo not given)
3: Cc1ccc(NS(=O)(=O)c2ccc3c(c2)oc(=O)n3C)c(C)c1
4: COc1ccc(/C=N/n2cncn2)cc1Cn1cc([N+](=O)[O-])cn1
5: CC(C)Oc1ccc(C(CC(=O)O)NC(=O)C(Sc2ccccc2)c2ccccc2)cc1 (stereo not given)
6: COc1ccccc1-n1c(SCC(=O)Nc2ccc(NC(C)=O)cc2)nc2c([nH]c3ccccc32)c1=O
7: CC(C)c1nc2cc(C(=O)N(C)Cc3ccc(F)cc3)ccc2o1
8: CC(C)CCNC(=O)C1(O)c2ccccc2NC(=O)N1c1ccc(Cl)cc1 (stereo not given)
entry no.,1,2,3,4,5,6,7,8
TGFb inhibitor,3%,0%,7%,25%,?,0%,3%,3%
Nrf2 block,1%,12%,?,-8%,?,7%,8%,4%
IL-2 act,-0.8,-0.4,-0.1,0.3,-1.4,-3.2,-5.6,1.8
A549 viability,-1%,2%,-1%,11%,-5%,-5%,-1%,-13%
S2 tox,i,i,i,i,i,i,i,?
ATXN2 expr inh,-9%,10%,9%,/,-7%,20%,11%,-7%
Nrf2 activator,-0.1%,-0.4%,-0.6%,-0.6%,-0.1%,20%,0.2%,-0.5%
HepG2 viability,3%,31%,1%,54%,-8%,-39%,-16%,3%
EPAC2 agonist,2%,15%,5%,3%,8%,19%,-2%,11%

9: COc1cccc2cc(-c3ccccc3)c(=O)oc12
10: O=c1cc(C(F)(F)F)nc(-c2cccnc2)[nH]1
11: COc1cccc2cc(S(=O)(=O)c3ccccc3)c(=Nc3ccc4c(c3)OCCO4)oc12
12: O=C(Nc1ccc2c(c1)OCCO2)C1CCCN1S(=O)(=O)c1ccc(Cl)cc1 (stereo not given)
13: COc1ccc(OC)c(S(=O)(=O)Nc2ccc(Oc3ccccc3)cc2)c1
14: NS(=O)(=O)c1ccc(NC(=O)C(=O)NCCC(=O)O)cc1
15: Cc1cc(C(=O)NC2CCCc3c2cnn3-c2ccc(C)c(C)c2)nc(C)n1 (stereo not given)
16: CCCC[C@@H]1CNC(=O)C(=O)N1CC1CCCCC1
entry no.,9,10,11,12,13,14,15,16
TGFb inhibitor,-1%,-7%,-10%,3%,?,4%,0%,/
Nrf2 block,?,-3%,6%,0%,?,1%,0%,/
IL-2 act,0.0,-1.9,-0.7,-2.7,0.0,0.6,-2.1,3.3
A549 viability,-6%,2%,-3%,0%,-10%,2%,-1%,/
S2 tox,i,i,i,i,i,i,i,i
ATXN2 expr inh,76%[activator],/,4%,-6%,-20%,10%,-23%,-8%
Nrf2 activator,6.6%,-0.1%,6.9%,-0.9%,0.2%,-0.6%,0.0%,-0.2%
HepG2 viability,-32%,-16%,27%,-13%,-26%,-1%,-23%,/
EPAC2 agonist,7%,10%,11%,14%,14%,5%,-1%,6%

17: Cc1ccc(C(=O)O/N=C2/CC3CCC2(C)[C@@]3(C)CBr)cc1 (stereo not given in full)
18: COc1cc(N=C(N)N=C(N)N)cc(OC)c1
19: NC(=O)CSc1nnc(-c2ccncc2)n1CCc1ccccc1
20: COCCCNc1ccn2nc(-c3ccc(CC(C)C)cc3)cc2n1
21: Cc1ccc(CSCC(=O)NCc2cccnc2)cc1
22: COc1ccc(C(=O)CSc2nnc(CCc3ccccc3)n2-c2ccccc2)cc1
23: CC1(c2nnnn2Cc2ccccc2)CCC(=O)N1C1CC1 (stereo not given)
24: Cc1ccc(NC(=O)CCNS(=O)(=O)c2ccc3c(c2)CCC(=O)N3)cc1C
25: CSc1ccc(Cn2c(C)c(C(=O)NCc3cccs3)sc2=O)cc1
26: O=C(CSc1n[nH]c(-c2ccncc2)n1)Nc1ccc(Cl)cc1
27: Cn1nc(-c2ccccc2)c(CSc2ccccc2)c1Cl
entry no.,17,18,19,20,21,22,23,24,25,26,27
TGFb inhibitor,0%,-5%,11%,3%,?,-27%,/,10%,3%,43%[activator],-4%
Nrf2 block,-13%,1%,-10%,/,-16%,?,/,-4%,/,-26%,23%
IL-2 act,0.0,1.0,-2.6,-0.8,-1.1,0.1,1.5,-0.4,-0.7,-0.2,0.2
A549 viability,0%,-4%,6%,/,4%,-8%,/,-6%,/,14%,-1%
S2 tox,i,i,i,?,i,i,i,i,i,i,i
ATXN2 expr inh,-28%,0%,-2%,3%,-2%,?,11%,4%,-32%,1%,-22%
Nrf2 activator,-0.8%,-0.6%,0.0%,4.6%,-0.4%,0.1%,-1.0%,-0.3%,0.2%,3.7%,-1.2%
HepG2 viability,2%,18%,11%,-33%,1%,-2%,/,-6%,-15%,4%,-14%
EPAC2 agonist,7%,3%,6%,-13%,14%,15%,8%,2%,5%,4%,9%

No new results follow: entries from further up.
14: NS(=O)(=O)c1ccc(NC(=O)C(=O)NCCC(=O)O)cc1
15: Cc1cc(C(=O)NC2CCCc3c2cnn3-c2ccc(C)c(C)c2)nc(C)n1 (stereo not given)
16: CCCC[C@@H]1CNC(=O)C(=O)N1CC1CCCCC1
17: Cc1ccc(C(=O)O/N=C2/CC3CCC2(C)[C@@]3(C)CBr)cc1 (stereo not given in full)
18: COc1cc(N=C(N)N=C(N)N)cc(OC)c1
19: NC(=O)CSc1nnc(-c2ccncc2)n1CCc1ccccc1
20: COCCCNc1ccn2nc(-c3ccc(CC(C)C)cc3)cc2n1
21: Cc1ccc(CSCC(=O)NCc2cccnc2)cc1
22: COc1ccc(C(=O)CSc2nnc(CCc3ccccc3)n2-c2ccccc2)cc1
23: CC1(c2nnnn2Cc2ccccc2)CCC(=O)N1C1CC1 (stereo not given)
entry no.,14,15,16,17,18,19,20,21,22,23
TGFb inhibitor,4%,0%,/,0%,-5%,11%,3%,?,-27%,/
Nrf2 block,1%,0%,/,-13%,1%,-10%,/,-16%,?,/
IL-2 act,0.6,-2.1,3.3,0.0,1.0,-2.6,-0.8,-1.1,0.1,1.5
A549 viability,2%,-1%,/,0%,-4%,6%,/,4%,-8%,/
S2 tox,i,i,i,i,i,i,?,i,i,i
ATXN2 expr inh,10%,-23%,-8%,-28%,0%,-2%,3%,-2%,?,11%
Nrf2 activator,-0.6%,0.0%,-0.2%,-0.8%,-0.6%,0.0%,4.6%,-0.4%,0.1%,-1.0%
HepG2 viability,-1%,-23%,/,2%,18%,11%,-33%,1%,-2%,/
EPAC2 agonist,5%,-1%,6%,7%,3%,6%,-13%,14%,15%,8%

24: Cc1ccc(NC(=O)CCNS(=O)(=O)c2ccc3c(c2)CCC(=O)N3)cc1C
entry no.,24
TGFb inhibitor,10%
Nrf2 block,-4%
IL-2 act,-0.4
A549 viability,-6%
S2 tox,i
ATXN2 expr inh,4%
Nrf2 activator,-0.3%
HepG2 viability,-6%
EPAC2 agonist,2%
